Screens deposited in PubChem BioAssay by NMMLSC.
Bcl-B Bim block – inhibitors of Bim-Bcl-B binding, primary screen, biochemical, multiplexed, human Bcl-2 family; 190,000 compounds, 0.073% hits; inhibition, % at 10 µM; bead-based flow cytometry, Bim peptide-Bcl-B binding;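 further: 0% = tracer peptide without compound and 100% = reference inhibitor peptide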
Target sequence (Q9HD36 whole entry, looked up): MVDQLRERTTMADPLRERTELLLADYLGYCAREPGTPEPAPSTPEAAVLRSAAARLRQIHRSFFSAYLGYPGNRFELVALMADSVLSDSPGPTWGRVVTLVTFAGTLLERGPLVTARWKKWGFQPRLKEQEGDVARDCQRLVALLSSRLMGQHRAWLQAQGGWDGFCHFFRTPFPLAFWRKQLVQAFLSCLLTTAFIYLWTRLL
Bcl-W Bim block – inhibitors of Bim binding to Bcl-W, primary screen, biochemical, multiplexed, bead-based flow cytometry | inhibition, % at 10 µM | Bim peptide-Bcl-W binding | 190,000 compounds, 0.02% hits | Bcl-2-like protein 2 (Homo sapiens), Q92843;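 further: 0% = bound tracer without compound and 100% = peptide blocker; higher means less fluorescent Bim peptide bound to Bcl-W beads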
Target sequence (Q92843 whole entry, looked up): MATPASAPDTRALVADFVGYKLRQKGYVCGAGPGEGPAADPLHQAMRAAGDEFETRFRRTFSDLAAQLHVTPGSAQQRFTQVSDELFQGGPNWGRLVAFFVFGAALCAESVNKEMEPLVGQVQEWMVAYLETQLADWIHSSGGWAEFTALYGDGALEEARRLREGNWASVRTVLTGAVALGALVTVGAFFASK
Bcl-XL Bim block – inhibitors of Bim-Bcl-XL binding, primary screen, biochemical, multiplexed, bead flow cytometry, human Bcl-XL. Bcl-2-like protein 1 (Homo sapiens), Q07817. Bim peptide-Bcl-XL binding, fluorescence. inhibition, % at 10 µM. 190,000 compounds, 0.04% hits. AID 1007, 2008
Target sequence (Q07817 whole entry, looked up): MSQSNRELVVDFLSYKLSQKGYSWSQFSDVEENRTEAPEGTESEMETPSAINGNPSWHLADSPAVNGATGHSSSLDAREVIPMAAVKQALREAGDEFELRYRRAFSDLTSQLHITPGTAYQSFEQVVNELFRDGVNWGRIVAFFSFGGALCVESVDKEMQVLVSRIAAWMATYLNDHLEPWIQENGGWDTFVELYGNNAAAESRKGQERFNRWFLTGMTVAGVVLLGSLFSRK
ABCB1 inh – ABCB1 efflux pump inhibitors, primary screen, cell-based, multiplex, flow cytometry, ABCG2 counter-screen. ATP-dependent translocase ABCB1 (Homo sapiens), P08183. CCRF-Adr cells, JC-1 efflux. inhibition, % at 6.6 µM. 190,000 compounds, 0.067% hits; in the data active means inhibition above about 40%;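 further: 0% = vehicle and 100% = reference inhibitor; higher value means more JC-1 retained so stronger ABCB1 efflux block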
RGS7-Gao – RGS7-Galphao binding modulators, primary screen, biochemical, multiplexed bead flow cytometry. 220,000 compounds, 0.35% hits. Guanine nucleotide-binding protein G(o) subunit alpha (Homo sapiens), P09471. binding response (% of control), % at 10 µM. actives lie on both sides; in the data active means binding response below about 49% or above about 150%; inconclusive means no clear call, values can overlap the other calls; inactive means in between;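 further: fluorescent Galphao held in activated GDP-AlF4 state binding bead-coupled RGS7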
Bim-Mcl-1 – inhibitors of Bim peptide binding to Mcl-1, primary screen, biochemical, bead-based flow cytometry, multiplex | Induced myeloid leukemia cell differentiation protein Mcl-1 (Homo sapiens), Q07820 | Bim peptide-Mcl-1 binding | inhibition, % at 10 µM | 190,000 compounds, 0.1% hits;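 further: 0% = no compound tracer wells and 100% = peptide blocker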
Bcl-2 Bim block – inhibitors of Bim-Bcl-2 binding, primary screen, biochemical, multiplexed, human Bcl-2 family; 190,000 compounds, 0.06% hits; inhibition, % at 10 µM; Bead-based flow cytometry, Bim peptide-Bcl-2 binding; AID 950, 2007; in the data active means inhibition above about 40%; inconclusive means no clear call, values can overlap the other calls;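 further: 0% = no compound wells with probe peptide and 100% = reference peptide inhibitor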
Target sequence (P10415 whole entry, looked up): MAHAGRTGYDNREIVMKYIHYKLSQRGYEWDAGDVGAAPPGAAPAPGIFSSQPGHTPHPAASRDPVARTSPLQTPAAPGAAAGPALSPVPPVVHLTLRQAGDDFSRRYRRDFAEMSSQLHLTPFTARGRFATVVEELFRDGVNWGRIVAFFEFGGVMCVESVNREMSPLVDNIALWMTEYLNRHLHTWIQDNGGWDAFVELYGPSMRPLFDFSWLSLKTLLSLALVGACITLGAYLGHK
RGS8-Gao – RGS8-Galphao binding modulators, primary screen, biochemical, multiplexed bead flow cytometry; Guanine nucleotide-binding protein G(o) subunit alpha (Homo sapiens), P09471; actives lie on both sides; response (percent of control binding), % at 10 µM; 220,000 compounds, 0.34% hits; in the data active means response below about 60% or above about 140%; inactive means in between;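 further: Galphao activated as the GDP aluminium fluoride complex binding bead-coupled RGS8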
Bim-Bfl-1 – inhibitors of Bim binding to Bfl-1, primary screen, biochemical, multiplexed, bead-based flow cytometry; Bim-Bfl-1 binding inhibition; inhibition, % at 10 µM; 190,000 compounds, 0.12% hits;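 further: 0% = wells without compound plus tracer and 100% = blocker peptide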
RGS4-Gao reg – modulators of RGS4 binding to Galphao, primary screen, biochemical, multiplexed bead flow cytometry. 220,000 compounds, 0.33% hits. actives lie on both sides. binding response (% of control), % at 10 µM. Guanine nucleotide-binding protein G(o) subunit alpha (Homo sapiens), P09471; in the data active means binding response below about 49% or above about 150%; inactive means in between;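 further: fluorescent Galphao activated with aluminum fluoride binding bead-coupled RGS4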
ABCG2 inh – ABCG2 efflux pump inhibitors, primary screen, multiplex with ABCB1, IgMXP3 cells, flow cytometry | Broad substrate specificity ATP-binding cassette transporter ABCG2 (Homo sapiens), Q9UNQ0 | JC-1 efflux | inhibition, % at 6.6 µM | 190,000 compounds, 0.1% hits;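 active means inhibition above 80%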;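 further: 0% = DMSO and 100% = nicardipine control wells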
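Assay system – ABCG2 IgMXP3 and barcoded ABCB1 CCRF-Adr cell mix · Input – 3 million cells/mL in well · Reagent – JC-1 fluorescent substrate · Compound – single test compound dose, 6.6 µM final · Timing – 10 min exposure at 25 °C with rotation, no wash · Detection – flow cytometry of retained JC-1 fluorescence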
Starred values were filed as active, the others as inactive; ? = inconclusive; & = joins results of further samples. Unless noted, no stated cut-off is given here; in the data, active means inhibition above about 40%.

The opening three compounds as a preview:
Order of values: Bcl-B Bim block, Bcl-W Bim block, Bcl-XL Bim block, ABCB1 inh, RGS7-Gao, Bim-Mcl-1, Bcl-2 Bim block, RGS8-Gao, Bim-Bfl-1, RGS4-Gao reg, ABCG2 inh
O=C(Cc1ccc2c(c1)OCCO2)c1c(O)cc(O)cc1O
 : -9, -3, -5, -0.1, 95, -1, -7, 100, -15, 100, 9
COc1ccc(/C(N)=N/OC(=O)C2CCC(=O)N2S(=O)(=O)c2ccc(C)cc2)cc1OC (stereo not drawn)
 : -8, -1, -4, 0.9, 103, -4, -3, 102, -2, 100, 3
CC(O)CNC(=O)c1ccc(-c2nn(C)c(=O)c3ccccc23)cc1 (stereo not drawn)
 : -5, 0, 0, 1.4, 106, 0, -10, 105, -11, 100, 4

All compounds of this part (from the top)
Order of values: Bcl-B Bim block, Bcl-W Bim block, Bcl-XL Bim block, ABCB1 inh, RGS7-Gao, Bim-Mcl-1, Bcl-2 Bim block, RGS8-Gao, Bim-Bfl-1, RGS4-Gao reg, ABCG2 inh
O=C(Cc1ccc2c(c1)OCCO2)c1c(O)cc(O)cc1O
 : -9, -3, -5, -0.1, 95, -1, -7, 100, -15, 100, 9
COc1ccc(/C(N)=N/OC(=O)C2CCC(=O)N2S(=O)(=O)c2ccc(C)cc2)cc1OC (stereo not drawn)
 : -8, -1, -4, 0.9, 103, -4, -3, 102, -2, 100, 3
CC(O)CNC(=O)c1ccc(-c2nn(C)c(=O)c3ccccc23)cc1 (stereo not drawn)
 : -5, 0, 0, 1.4, 106, 0, -10, 105, -11, 100, 4
Cc1noc(C)c1COc1ccc(CC(=O)NCc2ccccc2)cc1
 : 0, -1, -1, 0.2, 103, 4, 1, 102, 0, 105, 1
Cc1cc(N(CN2CCCC2=O)C(=O)c2ccccc2)no1
 : -5, 0, -6, -0.1, 87, -4, 1, 95, -2, 90, 0
C=CCN=C(NC#N)SCc1ccccc1Cl
 : -3, -2, 5, 0.2, 101, -1, 0, 99, -2, 99, 0
Cc1cc(C)c(S(=O)(=O)NCCC2CCCN2C)c(C)c1 (stereo not drawn)
 : -1, 0, -5, -1.4, 99, -3, 1, 104, 0, 107, -8
Cc1cc(C)n(C2=NS(=O)(=O)c3ccccc32)n1
 : -6, -2, -15, -0.3, 100, 0, -9, 99, -12, 102, -1
Cn1nc(OC(=O)Nc2cccc(Cl)c2)cc1C(F)(F)F
 : -6, 7, 5, 0.2, 101, 0, -5, 100, -12, 100, 2
Cc1cccc(N=C2NC(=O)CS2)c1
 : -1, 3, -3, 0.3, 93, 2, -3, 97, -10, 94, 1
CC(=O)c1ccccc1NC(=O)COC(=O)c1ccc2c(c1)nc(C)n2-c1ccccc1
 : -5, -2, -8, 1.2, 98, -2, -1, 104, -6, 104, 6
O=C(NCCCCO)C(F)(F)C(F)(F)C(F)(F)C(=O)NCCCCO
 : -3, -3, -2, 0.3, 87, 0, -4, 96, -3, 93, 0
O=c1c2ccccc2nc(SCc2nc3ccccc3s2)n1Cc1ccco1
 : -8, 0, -8, 1.2, 95, -2, -10, 100, -16, 100, 3
CCOC(=O)Cc1csc(NC(=O)c2c(-c3c(Cl)cccc3Cl)noc2C)n1
 : -4, 0, 0, 1.1, 97, 0, -5, 98, -4, 95, 4
CCCc1cc(=O)[nH]c(SCC(=O)N2CCN(S(=O)(=O)c3ccc(C)cc3C)CC2)n1
 : -7, -3, -7, 0.3, 105, -3, -10, 104, -17, 102, 2

Copied from the list.
Entry for O=c1c2ccccc2nc(SCc2nc3ccccc3s2)n1Cc1ccco1 under RGS8-Gao: 100
Entry for CCCc1cc(=O)[nH]c(SCC(=O)N2CCN(S(=O)(=O)c3ccc(C)cc3C)CC2)n1 under Bcl-XL Bim block: -7
Entry for Cc1cc(N(CN2CCCC2=O)C(=O)c2ccccc2)no1 under ABCB1 inh: -0.1

Full records, looked up by structure:
`CC(O)CNC(=O)c1ccc(-c2nn(C)c(=O)c3ccccc23)cc1` (stereo not drawn) as listed: Bcl-B Bim block = -5; Bcl-W Bim block = 0; Bcl-XL Bim block = 0; ABCB1 inh = 1.4; RGS7-Gao = 106; Bim-Mcl-1 = 0; Bcl-2 Bim block = -10; RGS8-Gao = 105; Bim-Bfl-1 = -11; RGS4-Gao reg = 100; ABCG2 inh = 4
`O=c1c2ccccc2nc(SCc2nc3ccccc3s2)n1Cc1ccco1` as listed: Bcl-B Bim block = -8; Bcl-W Bim block = 0; Bcl-XL Bim block = -8; ABCB1 inh = 1.2; RGS7-Gao = 95; Bim-Mcl-1 = -2; Bcl-2 Bim block = -10; RGS8-Gao = 100; Bim-Bfl-1 = -16; RGS4-Gao reg = 100; ABCG2 inh = 3

The list goes on.
Order of values: Bcl-B Bim block, Bcl-W Bim block, Bcl-XL Bim block, ABCB1 inh, RGS7-Gao, Bim-Mcl-1, Bcl-2 Bim block, RGS8-Gao, Bim-Bfl-1, RGS4-Gao reg, ABCG2 inh
CCOc1ccccc1C1C2C(=O)N(c3ccccc3)C(=O)C2ON1c1ccccc1 (stereo not drawn)
 : 0, 0, 0, 0.5, 105, -1, 0, 101, -1, 108, 1
C/C(=N\NS(=O)(=O)c1ccc(Cl)cc1)c1ccc(NC(=O)c2ccco2)cc1
 : -2, 0, -1, 0.2, 101, 0, 6, 100, 1, 103, 3
COc1cc(C(=O)NC(=S)NCc2ccco2)cc(OC)c1OC
 : -1, -1, -2, 0.3, 106, -2, -5, 102, 3, 102, 6
Cc1c(C(=O)NC(=S)NCc2cccnc2)oc2ccccc12
 : -9, -5, -6, -2.0, 97, 0, -3, 103, -7, 99, -4
O=C(NC(c1ccccc1)c1cc(Cl)c2cccnc2c1O)c1cccnc1 (stereo not drawn)
 : -5, -3, -6, 0.1, 76, -4, -2, 87, 0, 81, 0
COc1cc(-n2c(=O)c3ccccc3n(Cc3cc(=O)n4ccccc4n3)c2=O)cc(OC)c1OC
 : -7, -2, -6, 0.0, 101, -5, 0, 104, 0, 101, 3
O=C(CSc1ccc(-c2ccc(F)cc2)nn1)N1CCCc2ccccc21
 : -1, 1, -3, 1.1, 88, -3, 1, 89, 0, 91, 12
C/C(=N/NC(=O)COc1cc(C)ccc1C(C)C)C(=O)O
 : -1, 1, -4, 1.4, 103, 2, 1, 95, -2, 102, 7
Cc1ccccc1NC(=O)NCC1CCCO1 (stereo not drawn)
 : 1, 0, -1, 0.7, 101, 0, -3, 102, -2, 101, 2
COC(=O)c1cccnc1-n1c(=O)c2cccnc2n(CC(=O)Nc2ccc(Br)cc2)c1=O
 : -5, 0, -2, 0.2, ?, 0, -2, 103, -3, 100, 7
Clc1ccc(-c2csc(N/N=C\c3cccnc3)n2)cc1
 : -5, -5, -6, 0.0, 102, -2, 0, 106, 2, 103, -2
O=C(NCCCN1CCCC1=O)c1cccc(Oc2ccccc2)c1
 : -4, 0, -2, 0.6, ?, 1, -3, 101, -4, 104, 6
OC(CNCC1CCCO1)Cn1c2ccccc2c2ccccc21 (stereo not drawn)
 : -8, 0, -7, 1.4, 100, -2, -8, 101, -10, 101, 0
Cc1cc(C2C(C#N)=C(N)SC(N)=C2C#N)c(C)s1
 : -18, -2, -10, -0.3, 97, -2, -10, 85, 0, 77, -1
O=C(CC1(O)C(=O)N(CCc2ccccc2)c2ccccc21)c1ccccn1 (stereo not drawn)
 : -4, -2, -3, 1.2, 98, -3, -2, 99, -4, 100, 5
CCCCOc1ccc(C(=O)OCC(=O)Nc2cc(C)on2)cc1
 : -4, -3, -6, 0.6, 96, -3, -4, 99, -3, 100, 2
CCOC(=O)c1ccc(N=c2sc(C(=O)OC)cc(=O)n2CCCN2CCOCC2)cc1
 : -4, 4, 0, 3.0, ?, 1, -1, 100&106, -8, 100&112, 4
CCOC(=O)N1CCN(S(=O)(=O)c2ccc(C(=O)Nc3ccc4c(c3)C(=O)NC4=O)cc2)CC1
 : -5, -5, -7, 0.1, 106, -5, 0, 103, -1, 104, 0
CN(C)/C=C/C(=O)c1ccc(Cl)cc1Cl
 : -1, -3, -1, 0.9, 98, 0, -3, 102, -6, 101, 1
Cc1n[nH]c(=S)n1/N=C/c1ccc(OCc2ccc(Cl)cc2)cc1
 : -6, -2, -3, -0.5, 95, -5, -3, 90, 4, 91, -2
CC1(C)CC(=O)C=C(Nc2ccc(S(N)(=O)=O)cc2)C1
 : -1, 0, -1, 0.1, 109, -1, -2, 109, 0, 110, 1
O=C(O)CCc1nnc(SCC(=O)Nc2cccc(C(F)(F)F)c2)[nH]c1=O
 : -7, 1, -2, 0.2, 98, 0, -1, 99, -5, 95, 2
CC(=O)c1cn(-c2ccc(Cl)cc2)c(=O)n(Cc2ccc(Br)cc2)c1=O
 : -5, 0, -1, 0.1, ?, 0, -1, 99, -7, 100, -1
CCOC(=O)C1=C(C)NC(C)=C(C(=O)OCCNC(=O)c2cccnc2)C1c1cccc([N+](=O)[O-])c1 (stereo not drawn)
 : -5, -1, -2, 3.2, 111, -4, 1, 124, 2, 108, 19
CN(C)CCN1C(=O)c2oc3ccc(Cl)cc3c(=O)c2C1c1cccc(Br)c1 (stereo not drawn)
 : -3, 5, 0, 1.0, 92, 1, 2, 90, 4, 94, 1
COc1ccc(C(=O)NC(=O)NC2(C(Cl)(Cl)Cl)OCCO2)cc1
 : -2, 1, -1, 0.1, ?, 1, 0, 99, -4, 100, 10
